Assay outcomes: PubChem, National Center for Advancing Translational Sciences (NCATS)
CCT chaperon mod: modulators of cytosolic chaperonin (CCT/TRiC) activity; purified chaperonin ATPase assay, HTRF ADP detection, 30 min; activity change, % (concentration not given with the values), hits read low; 0.3% of 360,000 active; in the data active = activity change below about -30%; note: % is set by controls: 0 for no effect and ±100 for the full control effect
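ATPase activity: ADP formed was measured by HTRF Transcreener (665/615 nm ratio) after 30 min at 37 deg C with 10 uM ATP. Compounds screened at one 76 uM concentration against 40 or 20 nM TRiC in Tris pH 7.4/KCl/MgCl2/DTT buffer.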
PLK1 PBD inh: inhibitors of human PLK1 polo-box domain binding | AID 720504 | Plk1 PBD binding of FITC phosphopeptide, fluorescence polarization | Potency, µM, for the others: max response, negative = inhibition, hits mostly inhibitors | 2.8% of 360,000 active; note: potency is the fitted concentration of half-maximal effect; series mostly up to about 57 µM; % is set by controls: 0 for no effect and ±100 for the full control effect; nearly all actives have a fitted effect of over 65% in size
EPAC2 agonist: activates human EPAC2 exchange factor; Q8WZA2; EPAC2 activation, biochemical qHTS; response scale: 100% = 6.5 mM cAMP response; Potency, µM (doses to about 154 µM), inactives show at the highest dose activation, actives largely listed as activators; 0.079% of 360,000 active; AID 720711; note: potency is the fitted concentration of half-maximal effect; nearly all actives have a fitted effect of over 50% in size
Target sequence (Q8WZA2 whole entry, looked up): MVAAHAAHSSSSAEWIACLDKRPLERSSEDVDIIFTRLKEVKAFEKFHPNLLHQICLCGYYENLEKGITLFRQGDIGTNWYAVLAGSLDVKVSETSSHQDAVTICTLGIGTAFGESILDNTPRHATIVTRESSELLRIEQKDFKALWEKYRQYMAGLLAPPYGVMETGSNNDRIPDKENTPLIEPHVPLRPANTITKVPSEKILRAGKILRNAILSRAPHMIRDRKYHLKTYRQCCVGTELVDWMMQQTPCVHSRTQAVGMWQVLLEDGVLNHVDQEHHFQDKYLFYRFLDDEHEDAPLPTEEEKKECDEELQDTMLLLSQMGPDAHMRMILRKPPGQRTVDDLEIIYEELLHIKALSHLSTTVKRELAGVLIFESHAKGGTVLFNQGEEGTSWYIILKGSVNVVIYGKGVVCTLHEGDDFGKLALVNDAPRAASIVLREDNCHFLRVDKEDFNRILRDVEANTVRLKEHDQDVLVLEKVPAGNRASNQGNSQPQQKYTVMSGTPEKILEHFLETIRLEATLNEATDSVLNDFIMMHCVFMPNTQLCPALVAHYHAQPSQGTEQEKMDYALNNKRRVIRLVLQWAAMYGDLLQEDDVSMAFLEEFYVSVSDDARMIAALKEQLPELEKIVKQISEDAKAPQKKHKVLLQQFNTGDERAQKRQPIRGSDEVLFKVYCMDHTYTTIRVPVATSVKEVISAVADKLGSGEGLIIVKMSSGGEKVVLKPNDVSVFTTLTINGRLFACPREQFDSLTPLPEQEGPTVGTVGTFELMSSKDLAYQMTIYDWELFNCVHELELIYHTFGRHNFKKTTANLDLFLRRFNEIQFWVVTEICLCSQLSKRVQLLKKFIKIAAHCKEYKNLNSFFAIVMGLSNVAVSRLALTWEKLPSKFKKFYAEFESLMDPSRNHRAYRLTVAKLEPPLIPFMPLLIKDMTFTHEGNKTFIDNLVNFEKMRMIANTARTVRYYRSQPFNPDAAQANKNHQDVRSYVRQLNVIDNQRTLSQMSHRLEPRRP
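Exchange assay: 100 nM EPAC2 with 250 nM Rap1B-BODIPY-GDP and 50 uM GDP. Fluorescence (ex 480/em 540 nm) read every 5 min for 30 min at room temperature. Data normalized to 6.5 mM cAMP as agonist control.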
IL-2 act: activates IL-2 in a cell-based reporter assay. IL-2 activation reporter assay, cell-based qHTS; stimulated with anti-CD3/CD4/CD28 beads; in transgenic mouse T cells. activation, % (series mostly up to about 46 µM). 0.065% of 360,000 active; in the data active = activation above about 50%; inconclusive = mostly about 30% to 49%; note: 0% is about no effect
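Unstimulated transgenic mouse T cells preincubated 60 min with compound, then stimulated with anti-CD3/anti-CD4-coated beads plus anti-CD28 for 18 h at 37 degrees C. IL-2 response read as EGFP and DsRed fluorescence by plate cytometry.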
WRN inhibitor: blocks human WRN helicase; Q14191; WRN helicase unwinding, fluorescent forked duplex, kinetic; Potency, µM (highest dose often 114 µM), without a hit: top-dose activity change, negative = inhibition, most hits filed as inhibitors; 0.46% of 360,000 active; AID 651768; note: potency is the fitted concentration of half-maximal effect; % is set by controls: 0 for no effect and ±100 for the full control effect; nearly all actives have a fitted effect of over 55% in size
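Enzyme (20 nM final) and test compound sit together 15 min at room temperature before substrate addition. Substrate is a single-forked duplex oligonucleotide (100 nM) labelled with fluorophore and quencher, with 2 mM ATP; helicase unwinding raises red fluorescence, read kinetically.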
EPAC1 agonist: agonists of human EPAC1; O95398; EPAC1 agonist qHTS, biochemical assay; response scale: 100% = response to 6.5 mM cAMP; Potency, µM (highest dose often 154 µM), for the others: top-dose activation, hits mostly activators; 0.073% of 360,000 active; AID 720707; note: potency is the fitted concentration of half-maximal effect; nearly all actives have a fitted effect of over 60% in size
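Nucleotide exchange assay: 100 nM EPAC1 with 250 nM Rap1B loaded with BODIPY-GDP and 50 uM GDP, room temperature. Fluorescence (480/540 nm) read every 5 min for 30 min; signal change normalized to 6.5 mM cAMP as full agonist.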
PI5P4Ka inh: inhibitors of human PI5P4K alpha. P48426. PI5P4Kalpha enzyme, ADP-Glo luminescence, 60 min; hits give low values. max response, %. 1.2% of 330,000 active. AID 652105; active = max response of -50% or lower; inconclusive = between -30% and -50%; inactive = -30% or higher; note: value at the top dose of about 77 µM; % is set by controls: 0 for no effect and ±100 for the full control effect
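Single end-point luminescence (ADP-Glo) quantified ADP from PI5P4Kalpha turnover; ATP 5 microM final, 1 h at RT, 0.1% CHAPS and 0.28 mM EGTA in HEPES pH 7.4.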
EPAC1 antagonist: antagonists of human EPAC1; AID 720709; 0.14% of 360,000 active; Potency, µM (highest dose often 115 µM), for inactives: at the highest dose activity change, negative = inhibition, hits mostly inhibitors; O95398; EPAC1 GEF assay, Rap1b-BODIPY-GDP exchange fluorescence;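 note: potency is the fitted concentration of half-maximal effect; plate controls were vehicle for no effect and positive control for full effect; nearly all actives have a fitted effect of over 50% in size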
Numbers without * were called inactive; u = inconclusive; x = no result given; [ ] = another dose, or the depositor's remark. Unless noted, calls come from the whole dose curve; as a rule, active = well fitted curve in the direction sought with a large enough effect; inconclusive = small, poorly fitted or top-dose-only effect, or another doubt; inactive = no such curve, though single readings can be large; an effect the other way counts as inactive or inconclusive. These rows are one share of the data; count on the stated rates, not on these rows.

SMILES	CCT chaperon mod	PLK1 PBD inh	EPAC2 agonist	IL-2 act	WRN inhibitor	EPAC1 agonist	PI5P4Ka inh	EPAC1 antagonist
COc1cc(-c2noc(C)c2C(=O)NCCc2ccccc2)cc(OC)c1OC	1.6	1%	4%	-0.5	-9%	5%	2	2%
O=C(C1CCN(C2CC(=O)N(c3cccc(Cl)c3)C2=O)CC1)N1CCCCCC1 (stereo not given)	0.2	-8%	-7%	-1.7	-19%	3%	8	-4%
O=C(Nc1ccc(Oc2ccsc2C(=O)O)cc1)c1ccccc1	0.9	-7%	-4%	0.0	-1%	-5%	0	18%
Cc1ccc(CSc2nnc(-c3ccncc3)n2N)cc1	0.4	4%	1%	0.7	-19%	3%	0	11%
S=C1NCN(C2CCCCC2)CN1Cc1ccccc1	-0.1	-9%	4%	0.8	-4%	5%	3	3%
N#Cc1ccc(CSc2nnc(-c3cccnc3)n2-c2ccccc2)cc1	0.3	1%	1%	-1.5	1%	-4%	x	16%
C[C@@H]1CN([C@@H](C)CO)C(=O)CCCn2nncc2CO[C@@H]1CN(C)S(=O)(=O)c1ccc(Cl)cc1	-0.6	-8%	-4%	-0.9	-6%	2%	-2	-2%
CC1CCCC(C)N1C(=O)COC(=O)CCC(=O)c1ccc(F)cc1 (stereo not given)	0.7	-9%	-4%	-0.5	-10%	5%	3	-13%
Cc1cc2c(nc1C)CCCN2C[C@@H](C)O/N=C1/[C@H]2CCn3c(=O)n(-c4ccccc4)c(=O)n3[C@H]2[C@H](O)[C@@H]2O[C@H]12	-1.8	-11%	11%	-0.1	1%	2%	0	7%
O=[N+]([O-])c1cc(-c2cnc3ccccc3n2)ccc1Oc1ccc(Br)cc1	-0.6	-7%	19%	-0.7	-8%	8%	0	5%
Cc1cccc(C(=O)NNC(=O)c2c(O)c3ccccc3n(C)c2=O)c1	-2.3	-7%	10%	-2.0	-6%	0%	-2	1%
COc1ccc(/C=N/Nc2ccccn2)c(OC)c1OC	-1.2	-7%	7%	-1.7	-3%	-3%	1	-18%
Cc1ccc(Nc2nc(=O)c3cccnc3s2)c(Br)c1	1.2	-6%	1%	4.1	-13%	6%	5	-12%
Cc1ccc(S(=O)(=O)N2CCC[C@H]2C(=O)OCC(=O)N2CCc3ccccc32)cc1	-1.6	1%	5%	-0.1	-16%	7%	2	-17%
C#CCNC(=O)C1=C[C@H](c2ccc(C#C)cc2)C[C@H](OCc2ccc(CO)cc2)O1	1.2	-25%	8%	0.2	-12%	-11%	-59*	-24%
Cc1cccc(OCC(=O)Nc2cc(Cl)ccc2-n2cncn2)c1C	-24	-1%	4%	-0.2	-4%	0%	2	-5%
O=C(NC1(O)C(=O)c2ccccc2C1=O)c1ccc(C(F)(F)F)cc1	-0.1	-16%	24%	-0.4	u	1%	5	35µM*
CNc1c(NS(=O)(=O)c2cc(OC)ccc2OC)c(=O)oc2ccccc12	2.1	-10%	5%	0.6	-1%[57.1 µM]	8%	-1	0%
CC1Cc2nc(SCC(=O)NCC3CCCO3)n(C)c(=O)c2S1 (stereo not given)	-4.7	-9%	3%	-2.9	-24%	-3%	0	-16%
O=C(/C=C/c1cccs1)N1CCN(c2ccc(O)cc2)CC1	-5.0	-11%	14%	-0.5	-12%	5%	1	-23%
O=C(CCSCCC(=O)NCc1ccccc1)NCc1ccccc1	0.8	-3%	7%	0.9	-5%	0%	x	5%
Cc1ccccc1CC(=O)NCc1cccnc1	-3.6	-8%	-6%	0.6	-30%	10%	-8	-21%
N#CC(c1ccc(Cl)cc1)c1ccc(Cl)nn1 (stereo not given)	-1.2	-9%	4%	-0.3	1%	1%	3	-7%
Cc1cc(N/C=C/C(=O)c2cccs2)ccc1F	-1.3	-5%	11%	0.9	-5%	28%	4	-5%
CCc1ccc([C@H]2C(C(=O)O)=C[C@@H](C(C)(C)C)N2S(=O)(=O)c2ccc(C)cc2)cc1	0.5	-29%	-8%	0.2	-8%	-4%	4	u

Look-ups from the results shown.
`Cc1cccc(OCC(=O)Nc2cc(Cl)ccc2-n2cncn2)c1C` @ PI5P4Ka inh: 2
`O=[N+]([O-])c1cc(-c2cnc3ccccc3n2)ccc1Oc1ccc(Br)cc1` @ EPAC1 agonist: 8%
`CNc1c(NS(=O)(=O)c2cc(OC)ccc2OC)c(=O)oc2ccccc12` @ EPAC2 agonist: 5%
`S=C1NCN(C2CCCCC2)CN1Cc1ccccc1` @ WRN inhibitor: -4%
`O=C(NC1(O)C(=O)c2ccccc2C1=O)c1ccc(C(F)(F)F)cc1` @ EPAC1 agonist: 1%
`C[C@@H]1CN([C@@H](C)CO)C(=O)CCCn2nncc2CO[C@@H]1CN(C)S(=O)(=O)c1ccc(Cl)cc1` @ PLK1 PBD inh: -8%

The results go on.
SMILES	CCT chaperon mod	PLK1 PBD inh	EPAC2 agonist	IL-2 act	WRN inhibitor	EPAC1 agonist	PI5P4Ka inh	EPAC1 antagonist
COc1cccc(OC)c1C(=O)Nc1cccc(S(=O)(=O)Nc2ccccc2Cl)c1	-2.2	-5%	2%	-0.4	-2%	6%	-1	-10%
CCCCCCCCCCCCCCCC(=O)Nc1ccn(C2OC(CO)C(O)C2O)c(=O)n1 (stereo not given)	-1.2	1%	-3%	-3.3	3%	-12%	-2	9%
CC(C)Oc1c(N2CCOCC2)c(=O)c1=O	-2.3	1%	4%	1.0	4%	9%	4	-4%
COC(CNC(=O)c1ccc2c(c1)nc(C)n2-c1cccc(C)c1)OC	-2.7	30µM*	5%	0.6	16%	13%	1	-10%
COc1ccc(CN(Cc2cccnc2)S(=O)(=O)c2ccc(-n3cnnn3)c(OC)c2)cc1	-2.0	-5%	-3%	0.1	4%	8%	6	3%
COc1cc(C(=O)NCCOc2ccccc2C)cc(OC)c1OC	-0.4	-5%	6%	-0.6	-6%	-6%	12	9%
Cc1ccc(NC(=O)C2CCCN2S(=O)(=O)c2ccc(F)cc2)c(C)c1 (stereo not given)	-3.0	-7%	0%	1.2	-13%[57.1 µM]	0%	-6	-4%
C=CCNC(=O)c1cccc(NS(=O)(=O)c2ccc(Cl)cc2)c1	-2.0	1%	-4%	-0.8	-3%	1%	2	2%
O=C(CN1C(=O)c2cccc([N+](=O)[O-])c2C1=O)N1CCN(S(=O)(=O)c2ccccc2)CC1	2.2	6%	5%	-0.1	-4%	15%	0	3%
O=C(O)c1ccc(OS(=O)(=O)c2ccc(Cl)s2)cc1	-5.6	-6%	7%	0.0	-19%	-8%	-1	-3%
CN(C)CCCN1c2ccc(O)cc2Sc2ccc(Cl)cc21	1.0	0%	9%	-3.2	-6%	-1%	0	15%
Cc1ccc(NC(=O)CCn2c(=O)c3cccn3c3ccccc32)c(C)c1	-1.6	-18%	-2%	-3.1	4%	0%	2	-15%
Cc1occc1C(=O)N/N=C/c1cccnc1	1.4	-6%	9%	-0.5	2%	5%	x	3%
CS(=O)(=O)N(CC(=O)Nc1ccccc1C(=O)N1CCCC1)c1ccc2c(c1)OCO2	-2.0	-14%	8%	-1.5	5%	8%	0	14%
COC(=O)C1=C(C)N(Cc2ccccc2)C(=NCc2cccc(C(F)(F)F)c2)N[C@H]1c1cccc(F)c1	-3.1	-15%	4%	-0.7	-6%	-19%	5	-18%
Cc1cc(C)cc(OCC(=O)OCC(=O)NCCC2=CCCCC2)c1	-29	-5%	-7%	1.0	-3%	-13%	7	u
O=C(O)c1cccc(-c2nc3ccccc3[nH]2)c1	-0.6	-9%	20%	-1.8	u	0%	1	-11%
N#Cc1nc(-c2ccccc2F)oc1NCc1cccc2c1OCO2	-5.7	-5%	23%	0.1	-20%	23%	x	-11%
O=C(Nc1ccc2c(c1)CCC2)c1cccc(F)c1	2.2	1%	12%	-2.7	8%	-3%	-1	-6%
CCOC(=O)/C=C1\SCC(=O)N1CC(=O)Nc1cccc(F)c1	-1.6	-2%	5%	0.4	14%	-4%	-4	6%
CC(NC(=O)c1cccs1)c1ccc(Br)cc1 (stereo not given)	0.4	-28%	8%	3.5	-24%	-7%	-2	-24%
COc1ccc(C=Nc2cccnc2N)cc1	1.1	-4%	-1%	-1.1	1%	9%	0	-24%
O=C1CSC(=NC2CCCCC2)N1	-1.6	u	12%	0.6	-5%	7%	-3	1%
Cn1c(=O)c2c(SCC(=O)N3CCCc4ccccc43)nc(CC(C)(C)C)nc2n(C)c1=O	1.5	-2%	7%	-1.4	-6%	7%	1	9%
O=C1CCC(CCC(=O)N2CCCC(C(=O)c3cccc(C(F)(F)F)c3)C2)=NN1 (stereo not given)	-1.4	-3%	3%	-1.5	9%	-3%	2	5%
O=C(COC(=O)c1cccc(-n2cnnn2)c1)c1ccc(F)c(F)c1	1.4	0%	13%	-0.9	11%	-8%	-5	-1%
C=C[C@]12CC[C@H](OC(C)=O)CC1=CCC1C2CC[C@@]2(C)C1CCC21OCCO1 (stereo not given in full)	-1.9	-15%	3%	-0.8	10%	-5%	-3	-1%
CCC(C)NC(=O)c1ccccc1NC(=O)COc1ccc(OC)cc1 (stereo not given)	-2.0	-6%	2%	-0.3	-7%	-2%	0	-6%
CCOC(=O)C(=O)NCC(c1cccs1)S(=O)(=O)c1ccc(C)cc1 (stereo not given)	-1.1	4%	-1%	1.7	7%	3%	0	7%
COc1ccc(NC(=O)c2sc3nc(C)cc(C)c3c2N)cc1	0.3	-9%	7%	0.8	-1%	9%	0	10%

Reformatted with two lines to a compound: entries from further up.
Value order: CCT chaperon mod | PLK1 PBD inh | EPAC2 agonist | IL-2 act | WRN inhibitor | EPAC1 agonist | PI5P4Ka inh | EPAC1 antagonist
CCc1ccc([C@H]2C(C(=O)O)=C[C@@H](C(C)(C)C)N2S(=O)(=O)c2ccc(C)cc2)cc1
 : 0.5 | -29% | -8% | 0.2 | -8% | -4% | 4 | u
COc1cccc(OC)c1C(=O)Nc1cccc(S(=O)(=O)Nc2ccccc2Cl)c1
 : -2.2 | -5% | 2% | -0.4 | -2% | 6% | -1 | -10%

At a glance, part of the list above.
SMILES	CCT chaperon mod	PLK1 PBD inh	EPAC2 agonist	IL-2 act	WRN inhibitor	EPAC1 agonist	PI5P4Ka inh	EPAC1 antagonist
C=C[C@]12CC[C@H](OC(C)=O)CC1=CCC1C2CC[C@@]2(C)C1CCC21OCCO1 (stereo not given in full)	-1.9	-15%	3%	-0.8	10%	-5%	-3	-1%
CCC(C)NC(=O)c1ccccc1NC(=O)COc1ccc(OC)cc1 (stereo not given)	-2.0	-6%	2%	-0.3	-7%	-2%	0	-6%
CCOC(=O)C(=O)NCC(c1cccs1)S(=O)(=O)c1ccc(C)cc1 (stereo not given)	-1.1	4%	-1%	1.7	7%	3%	0	7%
COc1ccc(NC(=O)c2sc3nc(C)cc(C)c3c2N)cc1	0.3	-9%	7%	0.8	-1%	9%	0	10%
